RXFP1 ag – RXFP1 (human) receptor agonism; HEK293T-RXFP1 cAMP TR-FRET, 30 min; response scale: percent of porcine relaxin response, buffer zero; Potency, µM (series often up to 57.5 µM), for inactives: at the highest dose activation, hits mostly activators; hit rate 0.3% among 370,000; also: potency is read from the fitted curve at half-maximal effect; % is scaled to controls: 0 for no effect and ±100 for the full control effect; nearly all actives have a fitted effect of over 60% in size; many of its hits are not listed in these tables
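HEK293T cells stably expressing RXFP1 were pretreated with the PDE4 inhibitor Ro 20174, exposed to compounds for 30 min at 37C, lysed, and cAMP was read by TR-FRET. Data normalized to buffer (basal) and 29 nM porcine relaxin (100%).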
GRP78 ERSR act – ER stress response induction in glioma; hit rate 0.02% among 420,000; Potency, µM, without a hit: at the highest dose activation, actives largely listed as activators; U87-MG GRP78 promoter luciferase reporter, 16 h; AID 602332; also: potency is read from the fitted curve at half-maximal effect; series mostly up to about 76 µM; % of control where 0% means no effect; nearly all actives have a fitted effect of over 35% in size
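ERSR induction read as luciferase luminescence (Bright-Glo, 10 min at room temperature) in stably transfected human U87-MG glioma cells exposed to compounds for 16 h, using GRP78 as sensor.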
LDHA block – LDHA (human) enzyme inhibition | P00338 | purified LDHA, NADH/diaphorase-resazurin fluorescence; stronger effect = lower value | activity change, % (values are at about 110 or 230 µM) | hit rate 0.15% among 480,000 | AID 1347041; in the data active = activity change below about -30%; inconclusive = mostly about -25% to -30%;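 also: plate controls were DMSO wells for no effect and wells without enzyme for full effect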
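Human LDH5 at 2 nM final in Tris HCl pH 7.4 with 0.06 mM NADH and 0.2 mM pyruvate, reacted 5 minutes at room temperature. Remaining NADH coupled via diaphorase/resazurin; resorufin fluorescence read at 0 and 20 minutes, normalized to enzyme-free and DMSO wells.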
Vif-A3F inh – inhibitors of Vif-A3F interaction | HeLa A3F-eYFP + Vif (tagged APOBEC3F with the HIV-1 protein that degrades it), YFP fluorescence increase | Potency, µM (top dose mostly 46.1 µM), for the others: at the top dose activity, negative = active | hit rate 0.2% among 390,000; also: potency is read from the fitted curve at half-maximal effect; % of control where 0% means no effect; nearly all actives have a fitted effect of over 65% in size
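Fluorescence increase (Ex 488/Em 500-530) after overnight compound treatment at 37 deg C flags inhibition of Vif-driven A3F-eYFP loss in stable HeLa A3F-eYFP/Vif cells seeded overnight beforehand.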
Vif-A3G inh – blocks the Vif interaction with human APOBEC3G; HeLa A3G-eYFP + Vif (tagged APOBEC3G with the HIV-1 protein that degrades it), YFP fluorescence, overnight; Potency, µM (highest dose often 46.1 µM), for inactives: at the highest dose activity, negative = active, hits mostly inhibitors; hit rate 0.076% among 410,000;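 also: potency is read from the fitted curve at half-maximal effect; % is scaled to controls: 0 for no effect and ±100 for the full control effect; nearly all actives have a fitted effect of over 60% in size; hits raise eYFP signal because A3G escapes Vif-driven loss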
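Read-out is eYFP fluorescence (Ex 488/Em 500-530) from Vif-expressing HeLa A3G-eYFP cells; more signal means A3G escaped Vif-mediated degradation. Cells plated overnight, compound pinned in, incubated overnight at 37 deg C.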
PI4K2A block – PI4K2A (human) kinase inhibition. purified PI4K2A, ADP-Glo luminescence, 1 h; stronger effect = lower value. activity change, negative = inhibition, % at 76.9 µM. Q9BTU6. hit rate 0.13% among 420,000; in the data active = activity change below about -50%; inconclusive = mostly about -30% to -49%;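 also: -100% = wells without enzyme as full effect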
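ADP-Glo luminescence measured ADP generated by PI4K2A enzyme (4 ug/mL before mixing) with 1.2 mM PI substrate (pre-mix) and 300 microM ATP (pre-mix). Tris pH7.5 buffer with MgCl2, Triton X-100; 1 h reaction at ambient temperature.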
USP1 inh – inhibitors of human USP1/UAF1 deubiquitinase; O94782; recombinant USP1/UAF1, Ub-Rhodamine cleavage fluorescence; Potency, µM (titrated, usually from 57.1 µM), inactives show at the highest dose activity change, negative = inhibition, most hits filed as inhibitors; hit rate 0.23% among 390,000; also: potency is read from the fitted curve at half-maximal effect; % is scaled to controls: 0 for no effect and ±100 for the full control effect; nearly all actives have a fitted effect of over 60% in size; inactives centre near -12
Target sequence (O94782 whole entry, looked up): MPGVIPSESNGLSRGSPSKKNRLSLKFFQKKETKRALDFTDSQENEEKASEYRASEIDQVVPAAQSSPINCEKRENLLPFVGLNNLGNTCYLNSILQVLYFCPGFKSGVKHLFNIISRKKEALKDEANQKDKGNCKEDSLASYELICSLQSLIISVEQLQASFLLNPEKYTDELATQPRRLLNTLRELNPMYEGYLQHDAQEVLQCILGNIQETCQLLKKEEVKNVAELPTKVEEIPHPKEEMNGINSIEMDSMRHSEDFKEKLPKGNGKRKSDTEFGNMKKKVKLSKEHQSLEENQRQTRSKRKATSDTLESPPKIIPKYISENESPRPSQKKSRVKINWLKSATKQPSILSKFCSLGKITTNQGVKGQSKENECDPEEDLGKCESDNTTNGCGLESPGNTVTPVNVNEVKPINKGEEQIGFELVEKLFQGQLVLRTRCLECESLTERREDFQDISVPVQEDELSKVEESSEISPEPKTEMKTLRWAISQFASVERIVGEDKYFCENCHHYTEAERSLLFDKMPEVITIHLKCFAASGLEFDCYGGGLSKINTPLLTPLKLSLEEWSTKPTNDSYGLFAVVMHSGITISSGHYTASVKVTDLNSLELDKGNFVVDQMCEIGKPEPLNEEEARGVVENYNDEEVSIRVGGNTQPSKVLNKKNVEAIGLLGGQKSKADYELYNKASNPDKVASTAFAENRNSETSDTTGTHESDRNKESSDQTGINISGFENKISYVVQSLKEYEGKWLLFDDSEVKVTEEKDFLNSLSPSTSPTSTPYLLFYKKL
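In this screen, compounds sit with the deubiquitinase complex (1nM) for 15 min at room temperature before Ub-Rho is added at 150nM final. Fluorescence rise is then followed for 6 reads every 60 seconds.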
TrxR1 substrate – substrates of rat thioredoxin reductase 1. purified TrxR1 substrate turnover, NADPH consumption readout. O89049. hit rate 0.01% among 390,000. Potency, µM (top dose mostly 114 µM), for inactives: top-dose activity change, negative = substrate turnover; also: potency is read from the fitted curve at half-maximal effect; % is scaled to controls: 0 for no effect and ±100 for the full control effect; nearly all actives have a fitted effect of over 50% in size
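Rat TrxR1, dispensed at 90 nM, was prereduced with 400 uM NADPH (final) for 5 min at ~22 deg C, then incubated with compound 15 min before 400 uM selenite. A first-read NADPH fluorescence drop versus no-compound background flagged substrates.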
IDH1 R132H inh – human IDH1 R132H inhibition; IDH1-R132H enzyme, NADPH consumption, diaphorase/resazurin fluorescence; Potency, µM (highest dose often 76.6 µM), for inactives: at the highest dose activity change, negative = inhibition, hits mostly inhibitors; O75874; hit rate 0.093% among 390,000; also: potency is read from the fitted curve at half-maximal effect; % is scaled to controls: 0 for no effect and ±100 for the full control effect; nearly all actives have a fitted effect of over 65% in size
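IDH1-R132H (0.5 ug/mL dispensed) in pH 7.5 Tris buffer was preincubated 30 min with compound, then given a substrate mix of 0.016 mM NADPH and 2 mM alpha-KG for 80 min at room temperature; remaining NADPH was read by diaphorase/resazurin fluorescence.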
The depositor's hits bear a star; u = inconclusive; x = not tested or not shown; [ ] = dose if it differs, or a comment. Unless noted, calls follow the shape of the dose curve; as a rule, active = well fitted curve in the direction sought with a large enough effect; inconclusive = small, poorly fitted or top-dose-only effect, or another doubt; inactive = no such curve, though single readings can be large; an effect the other way counts as inactive or inconclusive.

SMILES	RXFP1 ag	GRP78 ERSR act	LDHA block	Vif-A3F inh	Vif-A3G inh	PI4K2A block	USP1 inh	TrxR1 substrate	IDH1 R132H inh
COc1cc2c(cc1NC(=O)CSc1nnnn1-c1ccccc1)oc1ccccc12	9.1%	-6%	-3	-5%	0%	4	5%	22%	5%
Cc1ccc(S(=O)(=O)CCC(=O)OCC(=O)N(C)Cc2ccccc2)cc1	x	-2%	1	1%	2%	1	-15%	0%	8%
Cc1ccccc1NC(=O)c1c(NC(=O)c2ccccc2F)sc2c1CCC(C)C2 (configuration not stated)	4.3%	-3%	-3	2%	3%	1	-15%	21%	2%
CCc1ccc(C(=O)CN2C(=O)C(C)N(c3ccc(C)cc3)C2=O)cc1 (configuration not stated)	-0.4%	1%	-4	-20%	-6%	-2	-14%	3%	-8%
COc1ccc(C)cc1NC(=O)NCc1ccc(F)cc1	1.9%	0%	4	6%	2%	1	-13%	4%	2%
O=C(Cn1nnc2ccccc21)NNC(=O)c1ccccc1	-2.5%	-6%	1	0%	4%	2	-3%	-1%	0%
CN1CCN(C(=O)/C(=C/c2cn(S(=O)(=O)N(C)C)c3ccccc23)NC(=O)c2ccccc2Cl)CC1	-1.0%	2%	-1	6%	4%	-9	-12%	3%	0%
CCOC(=O)CN1C(c2ccc(O)cc2)Nc2ccc(Br)cc2C1c1ccccc1 (configuration not stated)	0.1%	-13%	-6	2%	-2%	4	-3%	-17%	-15%
O=S(=O)(c1ccc(F)c2ccccc12)N1CCCCC1	0.1%	4%	-13	-8%	-6%	1	-1%	-1%[57.1 µM]	1%
Cc1[nH]c2ccc(C(=O)NCCCN3CCN(C)CC3)cc2c1C	-5.1%	-5%	1	3%	0%	1	-12%	7%[57.1 µM]	0%
COc1ccc(-c2ccc(CCC(=O)O)o2)cc1	-0.8%	-11%	0	u	-1%	-5	-13%	12%[57.1 µM]	0%
CCC1CN(C(=O)N2CCC(C(=O)Nc3ccccc3OC)CC2)c2ccccc2O1 (configuration not stated)	1.7%	-6%	2	-3%	3%	-4	-21%	-5%	1%
Cc1cc(C)nc(SCC(=O)Nc2ccc(Br)cn2)n1	1.3%	0%	-2	3%	-6%	-2	-23%	7%	4%
Cc1ccc(C)c(CN2C(=O)c3ccccc3S(=O)(=O)c3ccc(C(=O)N4CCN(Cc5ccccc5)CC4)cc32)c1	-1.4%	-1%	1	-1%	4%	0	-21%	20%	2%
Cc1c(C)n(Cc2ccccc2)c2ncnc(Cl)c12	1.4%	-2%	3	1%	0%	-6	-14%	-8%	-8%
C=CC[n+]1c(-c2ccccc2)csc1NC(C)(C)C	1.3%	-6%	-7	-9%	-1%	3	-12%	16%[57.1 µM]	11%
CC[C@]12c3[nH]c4ccc(Cl)cc4c3CCN1C(=O)[C@@H](CC(=O)NCc1ccc(OC)c(OC)c1)C[C@@H]2C(=O)N1CCN(C(=O)C2CC2)CC1	x	0%	0	2%	-4%	-5	-8%	-2%	-9%
CC(C)(C)c1oc(C(=O)O)cc1CN1CCOCC1	1.0%	-4%	-2	-2%	1%	1	-25%	-2%	7%
Cc1cc(/C=C2\Cc3ccccc3C2=O)c(C)n1-c1ccccc1	-0.9%	-11%	-7	u	-5%	0	-21%	12%[57.1 µM]	33%[activator]
CC(=O)C1=CCC(c2ccc(Cl)cc2)N(S(=O)(=O)c2ccccc2C)C1 (configuration not stated)	x	-3%	-13	x	-10%	0	x	x	x
Cc1ccc(-c2nc(C)sc2CC(=O)Nc2cccc(C)c2C)cc1	1.2%	-4%	-2	1%	0%	3	-12%	6%	2%
COc1ccc(C2c3c(-c4ccccc4)n[nH]c3C(=O)N2c2ccc(C(=O)O)cc2)c(OC)c1 (configuration not stated)	0.7%	-2%	-8	-2%	1%	-1	u	-1%	40µM*
Cc1nn(C)cc1/C=C(/C#N)C(N)=O	0.1%	-2%	3	1%	-1%	4	1%	-12%	-3%
Cc1ccc(C)c(S(=O)(=O)N2CCCC2CNC(=O)C(=O)NCCc2ccccc2)c1 (configuration not stated)	-1.2%	-3%	-3	-12%	u	-5	-23%	-5%	4%
COc1cc2nc(Cl)nc(N3CCOCC3)c2cc1OC	13%	-5%	0	-1%	4%	-4	-10%	-4%	1%
CCCCCc1nnc(NC(=O)c2ccc(=O)n(C)n2)s1	0.4%	-3%	-8	u	-6%	3	-14%	2%[57.1 µM]	-2%
CCN(C(=O)Cn1c(=O)oc2cc(Cl)ccc21)c1cccc(C(F)(F)F)c1	-0.8%	-2%	-12	0%	1%	-1	-8%	-22%	4%
Cc1ccc(N2C(=O)C3C4CC(=O)C(c5ccccc54)C3C2=O)cc1C (configuration not stated)	0.1%	-1%	0	-13%	2%	-3	-14%	-3%	4%
CCOC(=O)C1=CCN(S(=O)(=O)c2ccccc2)C1c1ccccc1 (configuration not stated)	x	-3%	-3	x	-4%	-1	x	x	x
COc1ccc(C(=O)OCC(=O)NCCN2C(=O)CSC2=O)cc1[N+](=O)[O-]	x	-1%	-2	1%	2%	4	-11%	8%[57.1 µM]	7%
CC(C)(C)NC(=O)C1Cc2ccccc2CN1C(=O)Nc1ccccc1Cl (configuration not stated)	0.5%	-5%	-3	0%	-1%	5	-3%	6%[57.1 µM]	0%
Cc1ccc(S(=O)(=O)Nc2ccc3c(c2)C(=O)N([C@H](C)CO)C[C@H](C)[C@H](CN(C)C(=O)Nc2cccc4ccccc24)OCCCC[C@@H](C)O3)cc1	x	-1%	11	-18%	-6%	-4	-5%	x	10%
CCOc1cc(N2CCOCC2)c(OCC)cc1NC(=O)c1ccc(S(=O)(=O)N2CC(C)OC(C)C2)cc1 (configuration not stated)	x	-4%	4	13%	-4%	-1	-24%	-6%	0%
COC(=O)[C@@H]1CCCN1Cc1nc(Cc2ccccc2F)no1	-2.2%	-2%	-3	u	-4%	2	-24%	5%	2%
COc1ccc(OC)c(CCNC(=O)Cn2ccc3cc(S(=O)(=O)N4CCCC4)ccc32)c1	1.5%	-6%	-4	1%	3%	-3	-11%	6%[57.1 µM]	0%
COc1ccc(CN2C(=O)C(CC(=O)NCc3cccs3)CC(C(=O)N(C)C)=C2C)cc1 (configuration not stated)	x	4%	-2	-1%	-4%	1	-5%	x	15%

Of the compounds above, seven have a Cl atom:
SMILES	RXFP1 ag	GRP78 ERSR act	LDHA block	Vif-A3F inh	Vif-A3G inh	PI4K2A block	USP1 inh	TrxR1 substrate	IDH1 R132H inh
CN1CCN(C(=O)/C(=C/c2cn(S(=O)(=O)N(C)C)c3ccccc23)NC(=O)c2ccccc2Cl)CC1	-1.0%	2%	-1	6%	4%	-9	-12%	3%	0%
Cc1c(C)n(Cc2ccccc2)c2ncnc(Cl)c12	1.4%	-2%	3	1%	0%	-6	-14%	-8%	-8%
CC[C@]12c3[nH]c4ccc(Cl)cc4c3CCN1C(=O)[C@@H](CC(=O)NCc1ccc(OC)c(OC)c1)C[C@@H]2C(=O)N1CCN(C(=O)C2CC2)CC1	x	0%	0	2%	-4%	-5	-8%	-2%	-9%
CC(=O)C1=CCC(c2ccc(Cl)cc2)N(S(=O)(=O)c2ccccc2C)C1 (configuration not stated)	x	-3%	-13	x	-10%	0	x	x	x
COc1cc2nc(Cl)nc(N3CCOCC3)c2cc1OC	13%	-5%	0	-1%	4%	-4	-10%	-4%	1%
CCN(C(=O)Cn1c(=O)oc2cc(Cl)ccc21)c1cccc(C(F)(F)F)c1	-0.8%	-2%	-12	0%	1%	-1	-8%	-22%	4%
CC(C)(C)NC(=O)C1Cc2ccccc2CN1C(=O)Nc1ccccc1Cl (configuration not stated)	0.5%	-5%	-3	0%	-1%	5	-3%	6%[57.1 µM]	0%

Source: PubChem

Some of the compounds tested; rates above refer to the full screens.
